# Screening results (PubChem BioAssay)
# GPT2 inh – inhibitors of human GPT2 alanine aminotransferase; AID 1671188; Potency, µM (titrated, usually from 57.7 µM), for inactives: at the highest dose activity change, negative = inhibition, usual class: inhibitors; Recombinant GPT2, coupled pyruvate oxidase/HRP Amplex Red fluorescence; 0.25% of 100,000 active; also: potency is read from the fitted curve at half-maximal effect; nearly all actives have a fitted effect of over 60% in size; many of its hits are not listed in these tables
#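 Recombinant GPT2 (10ng/uL) with 250uM a-KG and 2mM L-alanine, 30 min at room temperature, in HEPES pH 7.5 buffer. Pyruvate detected by pyruvate oxidase/HRP/Amplex Red fluorescence after 30 min in the dark; AOA (50uM) as positive control.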
# 3T3 cytotox – NIH 3T3 cell cytotoxicity | AID 1345082 | NIH 3T3 viability, CellTiter-Glo ATP luminescence, 48-72 h | Potency, µM (doses to about 96.7 µM), inactives show at the top dose activity change, negative = cytotoxicity, actives largely listed as inhibitors | 4.3% of 94,000 active; also: potency is read from the fitted curve at half-maximal effect; nearly all actives have a fitted effect of over 55% in size
#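 Mouse fibroblast NIH 3T3 cells, 400 per well, received compound via pintool and were incubated for 48 or 72 hr prior to CellTiter-Glo ATP luminescence measurement.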
# IP6K1 inhibitor – IP6K1 kinase inhibition. 0.81% of 140,000 active. AID 1645851. activity change, % (series mostly up to about 58 µM). IP6K1 kinase, ADP-Glo luminescence, 2 h; hits give low values. Q92551; in the data active = activity change below about -25%
# Target sequence (Q92551 whole entry, looked up): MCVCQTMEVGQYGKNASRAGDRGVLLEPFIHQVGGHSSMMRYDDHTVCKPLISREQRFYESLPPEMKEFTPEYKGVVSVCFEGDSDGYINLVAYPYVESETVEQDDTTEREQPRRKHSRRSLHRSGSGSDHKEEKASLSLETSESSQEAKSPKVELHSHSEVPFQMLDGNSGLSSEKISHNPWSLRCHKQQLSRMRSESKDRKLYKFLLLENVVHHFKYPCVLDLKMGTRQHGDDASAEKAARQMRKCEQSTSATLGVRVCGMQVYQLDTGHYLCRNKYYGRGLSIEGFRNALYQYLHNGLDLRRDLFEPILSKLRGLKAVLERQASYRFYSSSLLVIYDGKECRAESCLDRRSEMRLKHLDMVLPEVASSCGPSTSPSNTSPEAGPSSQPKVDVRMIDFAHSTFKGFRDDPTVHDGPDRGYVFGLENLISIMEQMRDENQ
#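 ADP-Glo luminescence measures ADP made by human IP6K1 during a 2 h RT reaction with ATP/IP6 (mix at 1.3 mM/130 uM); top library doses 57.5 and 19.1 uM final.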
# Luciferase inh – inhibitors of firefly (Photinus pyralis) luciferase; P08659; Potency, µM (titrated, usually from 115 µM), inactives show at the top dose activity change, negative = inhibition, hits mostly inhibitors; AID 1347043; purified P. pyralis luciferase, luminescence, biochemical; 2.5% of 76,000 active; also: potency is read from the fitted curve at half-maximal effect; nearly all actives have a fitted effect of over 65% in size
# Target sequence (P08659 whole entry, looked up): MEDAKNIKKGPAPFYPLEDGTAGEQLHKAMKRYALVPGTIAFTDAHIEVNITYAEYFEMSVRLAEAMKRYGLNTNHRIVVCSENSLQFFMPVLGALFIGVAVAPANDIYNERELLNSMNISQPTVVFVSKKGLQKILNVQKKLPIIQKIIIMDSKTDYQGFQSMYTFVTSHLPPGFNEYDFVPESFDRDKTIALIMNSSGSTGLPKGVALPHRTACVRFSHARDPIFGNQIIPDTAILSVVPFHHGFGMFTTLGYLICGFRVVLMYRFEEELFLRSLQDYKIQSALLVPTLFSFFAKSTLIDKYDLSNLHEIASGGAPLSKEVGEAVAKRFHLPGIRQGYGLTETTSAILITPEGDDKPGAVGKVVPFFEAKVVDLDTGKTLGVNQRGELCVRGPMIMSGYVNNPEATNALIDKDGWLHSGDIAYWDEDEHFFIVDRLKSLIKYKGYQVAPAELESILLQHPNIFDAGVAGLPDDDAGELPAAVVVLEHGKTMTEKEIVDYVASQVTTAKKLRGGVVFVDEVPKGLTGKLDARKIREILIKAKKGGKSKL
#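 Biochemical qHTS: compound (6-point titration) added to 10uM D-luciferin plus 10uM ATP in Tris acetate pH 7.5 buffer with Mg, Tween-20 and BSA, then purified enzyme at 10nM; light output imaged.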
# HEK cytotox – kills HEK 293 cells | HEK 293 viability, ATP luminescence (CellTiter-Glo), 48-72 h | Potency, µM (doses to about 115 µM), without a hit: at the top dose activity change, negative = cytotoxicity, hits mostly inhibitors | 6.6% of 94,000 active; also: potency is read from the fitted curve at half-maximal effect; nearly all actives have a fitted effect of over 60% in size
#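 Read-out: CellTiter-Glo ATP luminescence. Cells: HEK 293, 250 cells/well. Exposure: 48 or 72 hr, 37 degree Celsius.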
# SNCA expr inhib – inhibitors of alpha-synuclein (SNCA) gene expression | HEK-293 SNCA-luciferase knock-in, luminescence, 24 h | Potency, µM (series often up to 57.2 µM), inactives show at the top dose activity change, negative = inhibition, hits mostly inhibitors | 0.17% of 140,000 active | AID 1671194;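 also: potency is read from the fitted curve at half-maximal effect; plate controls were DMSO cells for no effect and cell-free wells for full effect; nearly all actives have a fitted effect of over 45% in size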
# SNCA viab count – cell viability loss counter-screen. HEK-293-SNCA-luc viability, GF-AFC fluorescence, 24 h. Potency, µM (top dose mostly 57.1 µM), for the others: at the highest dose activity change, negative = cytotoxicity, actives largely listed as cytotoxic. 0.12% of 150,000 active. AID 1671193;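 also: potency is read from the fitted curve at half-maximal effect; 0% = DMSO-treated cells and -100% = medium-only wells without cells; nearly all actives have a fitted effect of over 30% in size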
#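 Cytotoxicity counterscreen: after 24 h compound treatment of genome-edited SNCA-luciferase HEK-293 cells, live-cell protease substrate GF-AFC read by fluorescence after 30 min; activity scaled between DMSO (0%) and medium-only (-100%), curves Hill-fitted.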
# Active calls of the source: *; i = inactive; ? = inconclusive; nt = not tested or not shown; [ ] = remark or other dose. Unless noted, calls follow the shape of the dose curve; as a rule, active = well fitted curve in the direction sought with a large enough effect; inconclusive = small, poorly fitted or top-dose-only effect, or another doubt; inactive = no such curve, though single readings can be large; an effect the other way counts as inactive or inconclusive. Unless noted, % is scaled to controls: 0 for no effect and ±100 for the full control effect. This is a subset; count on the stated rates, not on these rows.
# Short forms – A = GPT2 inh; B = 3T3 cytotox; C = IP6K1 inhibitor; D = Luciferase inh; E = HEK cytotox; F = SNCA expr inhib; G = SNCA viab count
O=C(NCc1ccccc1)N1CC(c2nc(CCOCC3CCCC3)no2)C1
  A: ?; B: -20%; C: 8; D: -3%; E: -16%; F: 3%; G: -1%

COc1ccc(N2CCN(C(=O)Nc3ccccc3Cl)CC2)cc1
  A: nt; B: nt; C: 5; D: nt; E: nt; F: -3%; G: 7%

CCOc1ccc(C(=O)N2CCC3(CCC(=O)N(CCOC)CC3)CC2)cc1
  A: i; B: -35%; C: -9; D: -1%; E: -7%; F: -9%; G: 1%

O=C(CCCc1ccccc1)N1CCC(c2noc(-c3cnccn3)n2)C1 (stereo not given)
  A: 5%; B: i; C: -6; D: -2%; E: -3%; F: 6%; G: 1%

CCc1ccc(NC(=O)CN2C(=O)C3(SCC(=O)N3c3ccccc3)c3ccccc32)cc1 (stereo not given)
  A: nt; B: nt; C: 26; D: nt; E: nt; F: 12%; G: 0%

CC(=O)c1ccc(N2CCN(c3ncnc4onc(-c5ccc(Cl)cc5)c34)CC2)cc1
  A: nt; B: nt; C: 8; D: nt; E: nt; F: 3%; G: -11%

CC(=O)N1Cc2ccccc2CC2(CCCCN2C)C1 (stereo not given)
  A: 0%[88.5 µM]; B: 0%[138 µM]; C: -11; D: nt; E: -8%[172 µM]; F: 6%[87.6 µM]; G: 6%[87.6 µM]

COc1cc2c(cc1OC)C(COc1ccc3c(C)cc(=O)oc3c1)N(C(=O)c1ccc(C)c(C)c1)CC2 (stereo not given)
  A: nt; B: nt; C: 8; D: nt; E: nt; F: -21%; G: 7%

CCN1CC(c2nc(-c3ccc4nc[nH]c4c3)no2)CCC1=O (stereo not given)
  A: 3%; B: -18%; C: -11; D: -8%; E: -4%; F: 3%; G: -10%

O=C(NCc1ccccc1F)c1ccc2c(c1)CN(CC1=Cc3ccccc3OC1)CCO2
  A: 1%; B: ?; C: -1; D: 7%; E: ?; F: 14%; G: -28%

O=C(CN1C(=O)COc2ccc(C(=O)COc3ccccc3Cl)cc21)NCc1ccco1
  A: i; B: -23%; C: 4; D: -27%; E: ?; F: 11%; G: ?

COc1ccc(NC(=O)CSc2nnc(-c3nnn(-c4ccc(F)cc4)c3C)o2)cc1
  A: nt; B: nt; C: 11; D: nt; E: nt; F: 61%[activator]; G: -5%

COc1ccc(NC(=O)N[C@H]2[C@H](O)[C@@H](N3CCN(C)CC3)[C@@H]3OC[C@H]2O3)cc1
  A: 2%[88.5 µM]; B: -11%[174 µM]; C: -3; D: 12%[172 µM]; E: -11%[172 µM]; F: -5%[87.6 µM]; G: -3%[87.6 µM]

O=C1N[C@H](CC(=O)N2CCc3ccccc3C2)C(=O)Nc2ccccc21
  A: 1%; B: i; C: 9; D: ?; E: -1%; F: 58%[activator]; G: -3%

COCc1ccc2c(c1)c(OC(C)(C)C(=O)Nc1ccccn1)nn2Cc1ccccc1
  A: -11%[88.5 µM]; B: ?; C: -11; D: 0%[172 µM]; E: 63µM*; F: -10%[87.6 µM]; G: -18%[87.6 µM]

CCc1ccc(-n2nc(C)c3c(C)cc(=O)n(Cc4nc(-c5ccccc5)oc4C)c32)cc1
  A: nt; B: nt; C: 38; D: nt; E: nt; F: -29%; G: 6%

Cc1ccc(NC2=CC(c3ccccc3F)N(c3ccc(C)cc3)C2=O)cc1 (stereo not given)
  A: nt; B: nt; C: -8; D: nt; E: nt; F: 37%[activator]; G: -5%

Cc1ncoc1C(=O)N1CCCC(c2nc(-c3cccnc3)no2)CCNC(=O)CC1 (stereo not given)
  A: i; B: -2%; C: 22; D: 3%; E: i; F: -2%; G: ?

O=C(C1CCOCC1)N1CCOC[C@H](Oc2cnccn2)C1
  A: -9%[88.5 µM]; B: 0%[138 µM]; C: 11; D: 3%[172 µM]; E: -3%[172 µM]; F: 2%[87.6 µM]; G: 5%[87.6 µM]

COCC1CN(C(C)=O)CC12CCN(C(=O)c1cc(C)cc(C)c1)CC2 (stereo not given)
  A: i; B: -13%; C: -3; D: -14%; E: -14%; F: 6%; G: -4%

Cc1cn2c(=O)cc(COC(=O)COc3ccc(C)c(C)c3)nc2s1
  A: nt; B: nt; C: 9; D: nt; E: nt; F: 13%; G: -1%

CCc1ccc(C2c3c(oc4cc(C)c(C)cc4c3=O)C(=O)N2c2nc(C)c(C(=O)OC)s2)cc1 (stereo not given)
  A: nt; B: nt; C: 14; D: nt; E: nt; F: -12%; G: -1%

O=C(CCC1CCCC1)N1CC(CO)C2(CCNCC2)C1 (stereo not given)
  A: i; B: -4%; C: 1; D: nt; E: 1%; F: 5%; G: -4%

Cc1ccc2c(c1)sc1nc(=O)n(-c3cccc(Cl)c3)c(=O)n12
  A: nt; B: nt; C: -14; D: nt; E: nt; F: 134%[activator]; G: 4%

Nc1c(NC/C=C\COc2cc(CN3CCCCC3)ccn2)c(=O)c1=O
  A: i; B: nt; C: -2; D: nt; E: nt; F: -3%[17 µM]; G: -29%

# More results.
# Short forms – A = GPT2 inh; B = 3T3 cytotox; C = IP6K1 inhibitor; D = Luciferase inh; E = HEK cytotox; F = SNCA expr inhib; G = SNCA viab count
CC(=O)Nc1ccc(S(=O)(=O)N2CCC(CCC(=O)Nc3cccc(C)c3)CC2)cc1
  A: -14%; B: ?; C: 9; D: -1%; E: ?; F: -10%; G: 4%

COc1cccc([S+](=O)([O-])N2CCCN(c3ccc4nnc(C)n4n3)CC2)c1
  A: nt; B: -17%; C: -3; D: nt; E: -3%; F: nt; G: nt

COc1cc(NC(=O)c2ccccn2)ccc1Cl
  A: -2%; B: nt; C: 18; D: nt; E: nt; F: nt; G: -15%

O=C1NCCN2CC3(CCN(C(=O)C4(c5ccccc5)CC4)CC3)CC12 (stereo not given)
  A: i; B: 4%; C: 5; D: -1%; E: 2%; F: 1%; G: ?

Cc1cc(C)c(/C=C/c2onc(C)c2S(=O)(=O)N2CCC(C(=O)NCc3ccccc3Cl)CC2)c(C)c1
  A: nt; B: nt; C: 13; D: nt; E: nt; F: 243%[activator]; G: 2%

COCc1nc(-c2ccc(OC3CN(Cc4cccs4)C3)cc2)no1
  A: 3%; B: ?; C: 4; D: -7%; E: ?; F: 51%[activator]; G: 11%

COc1ccccc1Nc1ccnc(N2CCC(NC(=O)Cc3cccc(Cl)c3)CC2)n1
  A: i; B: 32µM*; C: -2; D: nt; E: ?; F: -15%; G: 3%

COc1cccc(S(=O)(=O)N2CCCC(c3nc(-c4cnccn4)no3)CCNC(=O)CC2)c1 (stereo not given)
  A: -6%; B: -15%; C: 13; D: -6%; E: -12%; F: -8%; G: 2%

O=C(Cc1ccccc1Cl)N1CCC2(CC1)CC(O)CCO2 (stereo not given)
  A: i; B: 3%; C: 0; D: 3%; E: 1%; F: 1%; G: -5%

CCC(Cn1ccnc1-c1ccc(SC)cc1)N1CCN(C)CC1 (stereo not given)
  A: -11%[11.5 µM]; B: 3%; C: 2; D: 0%; E: i; F: -10%; G: -12%

Cc1nn(CC(=O)O)c(=O)c2nc(C(C)C)sc12
  A: i; B: 0%; C: -8; D: 3%; E: 18%; F: 7%; G: -3%

N#Cc1ccccc1CN1CCN(Cc2ccccc2)CC(O)C1 (stereo not given)
  A: 4%; B: -21%; C: -7; D: -5%; E: -12%; F: 8%; G: 10%

CCn1cc2nc(SCc3ccccc3F)n(Cc3ccc(C)cc3)c(=O)c2n1
  A: nt; B: nt; C: -4; D: nt; E: nt; F: -4%; G: -2%

CCN1C(=O)C2(CCN(S(=O)(=O)c3cccc(C(F)(F)F)c3)CC2)c2ccccc21
  A: 0%; B: ?; C: 6; D: -4%; E: ?; F: -18%; G: 12%

COc1ccc(CC(=O)N2CC[C@H]3CC(=O)N(C4CC4)CC[C@H]3C2)cc1
  A: i; B: 1%[174 µM]; C: 14; D: -2%[172 µM]; E: i; F: -17%[87.6 µM]; G: 4%[87.6 µM]

CCCCOc1ccc(CNC(=O)c2cnc3sc(N4CCCC4)nn3c2=O)cc1
  A: nt; B: nt; C: 15; D: nt; E: nt; F: 25%; G: 24%

Cc1cccc(NC(=O)CCNS(=O)(=O)c2ccc3c(c2)CCN3C(=O)C2CC2)c1
  A: nt; B: nt; C: 20; D: nt; E: nt; F: -17%; G: -11%

CCc1cc(N2CCN(C)C3(CCC(=O)N(C)CC3)C2)nc(N(C)C)n1 (stereo not given)
  A: -23%; B: 4%; C: -9; D: -2%; E: i; F: -8%; G: -5%

CN(C)Cc1nnc(C2CC(NC(=O)c3nc4ccccc4[nH]3)C2)n1C (stereo not given)
  A: -4%; B: -2%; C: 21; D: -3%; E: -3%; F: 11%; G: 8%

Cc1ccc(Cn2cc(-c3ccncc3)cc2C(=O)NCC2CC2)cc1
  A: -13%; B: ?; C: 0; D: -11%; E: ?; F: 10%; G: 3%

O=C(C1CCc2ncc(-c3ccc(F)cc3)n2C1)N1CCCC1 (stereo not given)
  A: -10%; B: -29%; C: 17; D: 2%; E: -41%; F: 1%; G: -8%

CCCOc1ccc(-c2nonc2NC(=O)COc2ccc(C)cc2)cc1OCCC
  A: nt; B: nt; C: 5; D: nt; E: nt; F: 3%; G: 2%

Cc1noc(-c2cccn3c(CNC(=O)c4cccnc4)nnc23)n1
  A: i; B: -2%; C: -5; D: -6%; E: i; F: 1%; G: 5%

CCS(=O)(=O)N1CCc2cc(C(=O)Nc3cc(OC)c(Cl)cc3OC)ccc21
  A: nt; B: nt; C: -23; D: nt; E: nt; F: -28%; G: 8%

CCCCN(c1ccccc1)S(=O)(=O)c1ccc2c(c1)CC(C)N2C(=O)C1CC1 (stereo not given)
  A: nt; B: nt; C: -11; D: nt; E: nt; F: ?; G: -10%

Cc1cc(C(=O)NCc2ccc(F)cc2)c2c(C3CCNCC3)noc2n1
  A: ?; B: -25%; C: 3; D: nt; E: -27%; F: ?; G: 10%

FC(F)(F)c1cccc(CN2CCOC[C@H](Oc3cccnc3)C2)c1
  A: -17%[88.5 µM]; B: ?; C: 1; D: 4%[172 µM]; E: ?; F: -5%[87.6 µM]; G: 8%[87.6 µM]

# Given as comma-separated lines: 5 of the compounds above.
mol,GPT2 inh,3T3 cytotox,IP6K1 inhibitor,Luciferase inh,HEK cytotox,SNCA expr inhib,SNCA viab count
Cc1nn(CC(=O)O)c(=O)c2nc(C(C)C)sc12,i,0%,-8,3%,18%,7%,-3%
O=C(Cc1ccccc1Cl)N1CCC2(CC1)CC(O)CCO2 (stereo not given),i,3%,0,3%,1%,1%,-5%
CCCCN(c1ccccc1)S(=O)(=O)c1ccc2c(c1)CC(C)N2C(=O)C1CC1 (stereo not given),nt,nt,-11,nt,nt,?,-10%
COc1ccc(CC(=O)N2CC[C@H]3CC(=O)N(C4CC4)CC[C@H]3C2)cc1,i,1%[174 µM],14,-2%[172 µM],i,-17%[87.6 µM],4%[87.6 µM]
N#Cc1ccccc1CN1CCN(Cc2ccccc2)CC(O)C1 (stereo not given),4%,-21%,-7,-5%,-12%,8%,10%
